P. falciparum M1AAP: P. falciparum M1AAP inhibitors, biochemical, fluorogenic H-Leu-NHMec substrate, 1536-well (AID 1445) | Aminopeptidase N (Plasmodium falciparum (isolate 3D7)) | recombinant M1AAP, H-Leu-NHMec fluorogenic kinetic assay; higher % means a stronger effect | inhibition, % at 30 µM, or IC50 in µM where a hit was titrated | 220,000 tested, 0.42% active;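 active means primary inhibition above the hit cutoff, then over 50% inhibition at one or more dose response concentrations, cut at about 23% in these data, passing the limit was not always enough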;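 further: plate controls were DMSO full reaction for no effect and no enzyme background for full effect; strong numbers were not always called active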
P. falciparum M17LAP: P. falciparum M17LAP inhibitors, primary screen, biochemical, fluorogenic H-Leu-NHMec substrate, 1536-well (AID 1619). inhibition, % at 30 µM; hits with a dose series show IC50 in µM. 220,000 tested, 0.38% active. recombinant M17LAP, H-Leu-NHMec fluorogenic kinetic assay; higher % means a stronger effect;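 active means compound inhibiting the enzyme by more than half at any dose during confirmatory dose-response retesting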;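 further: plate controls were full reaction with DMSO carrier for no effect and no enzyme background for full effect; strong numbers were not always called active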
MT stabilize HCS: microtubule stabilizers in HeLa cells, primary screen, imaging, high-content imaging; 200,000 tested, 0.83% active; HeLa tubulin immunostaining HCS, 24 h; share of cells brighter than vehicle mean+2SD; % tubulin-high responders, % at 10 µM;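 active means plate Z-score above 3 for both tubulin-high and condensed-nucleus cell shares, with cell loss under 80%, at 10 µM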;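 further: anti alpha tubulin signal scored within the nucleus-defined area of each cell; some results filed as inactive read as strong as hits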
Autophagy HCS: autophagy modulators in MEF cells, primary screen, imaging, high-content, MEF GFP-LC3 | MEF GFP-LC3 puncta imaging; test concentration mostly 10 µM | calls only at 10 µM (by protocol) | 190,000 tested, 0.98% active | AID 463193, 2010;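 active means percentage of spot-positive cells more than 3 SD above its plate mean, without a fluorescence outlier flag or 80% toxicity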;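 further: spot-positive cell cutoff set from DMSO-treated cells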
T cell modulator: modulators of CD8 T cell-vesicle binding, primary screen, mouse 2C CD8+ T cells, flow cytometry; calls only at 7 µM; 2C CD8+ T cell-vesicle binding; hits give low values; 330,000 tested, 0.068% active; AID 2052, 2009;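 active means response, share of CD8 T cells binding vesicles, and their 90th percentile fluorescence all below set limits, cut at about 80% in these data, passing the limit was not always enough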
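Assay system – 2C mouse CD8+ T cells · Also added – QL9-loaded Drosophila micro-vesicles · Timing – Cell–vesicle co-incubation 1.5 h at 37 °C, staining 20 min on ice · Signal – flow cytometry of vesicle-bound cells · Measure – percent CD8+ FL2 mean versus row control · Controls – Peptide-free naked vesicles (low) and QL9 vesicles with 0.7% DMSO vehicle (high)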
WT yeast gro inh: growth inhibition of WT strain, primary screen, mitochondrial fusion inhibitor project, WT and mutant strains, chemical genetic; AID 1362, 2008; 190,000 tested, 2.1% active; inhibition, % at 10 µM; mitochondrial fusion phenotypic screen; in the data active means inhibition above about 58%; tested in S. cerevisiae
Dynein transport: inhibitors of GR-EGFP nuclear translocation, primary screen, dynein cargo transport inhibitor project, imaging, high-content, 3617.4 mouse cells. z-score, hits read low. test concentration mostly 20 µM; stimulated with dexamethasone, 1 µM; hits give low values. 220,000 tested, 0.47% active;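 active means plate z-score of nuclear minus cytoplasmic receptor signal below a set negative limit, without overly bright fluorescence or cell loss, cut at about -3.5 in these data, passing the limit was not always enough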;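 further: z-score of nuclear minus cytoplasmic ring GR-EGFP intensity difference per well; some compounds called inactive have numbers as strong as hits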
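Buffer or medium: tetracycline-free induction medium containing charcoal-stripped FBS / Reagent: dexamethasone agonist, 1.0 µM final, for 30 min / Technique: automated 10x imaging of fixed Hoechst-stained cells / Times: induction 48 h, compound 1 h, agonist 30 min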
Yfh1-depleted yeast: enhancers of respiration in Yfh1-depleted yeast, dose response, Friedreich's ataxia, plus single-dose screen (AID 1465) | S. cerevisiae Yfh1-off respiration, WST-1 reduction, 72 h; higher fold induction means a stronger effect | one-dose fold induction at 50 µM; EC50 in µM for titrated hits | 220,000 tested, 0.074% active;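 active means fold induction of absorbance versus untreated yeast above a set limit, then at least 30% activation at any dose in follow-up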;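 further: activators that raise dye reduction in frataxin-depleted yeast; strong numbers were not always called active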
b-catenin transl: modulators of beta-catenin nuclear translocation, primary screen, imaging, HeLa cells, immunofluorescence, high-content; AID 1665, 2009; nuclear translocation activity, % at 5 µM; 190,000 tested, 0.3% active;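 active means nuclear translocation activity above 50% at 5 µM, with a well cell count of 50 or more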;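 further: per-cell ratio of nuclear to cytoplasmic median beta-catenin stain intensity; plate controls were DMSO negative control for no effect and GSK-3 inhibitor IX positive control for full effect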
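assay system = human HeLa cells, endogenous beta-catenin | times = compound treatment 24 h, 37°C, 5% CO2 | detection = Anti-beta-catenin immunofluorescence on PFA-fixed, Triton-permeabilized cells, DAPI nuclei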
WT yeast gro inh mutant strain: recorded beside WT yeast gro inh, whose call it bears; inhibition, %; mitochondrial fusion phenotypic screen, mutant strain inhibition
Dynein transport cytoplasmic EGFP: also measured in Dynein transport; calls as there; z-score; measured here: cytoplasmic GR-EGFP intensity; hits give high values
Dynein transport nuclear GR-EGFP: also measured in Dynein transport; calls as there; z-score; measured here: nuclear GR-EGFP intensity;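 lower value marks the stronger effect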
Dynein transport cell count: further read-out of Dynein transport, marked with its call; z-score; measured here: cell count per field
b-catenin transl cell count 5 µM: also measured in b-catenin transl; calls as there; cell count; measured here: cell count, cytotoxicity flag
T cell modulator vesicle-bound %: also measured in T cell modulator; calls as there; double positive events, %; measured here: CD8+ vesicle-bound cell fraction;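 binding gate set so that unloaded-vesicle control wells show 10% double positive cells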
MT stabilize HCS Hoechst-high %: second read-out of MT stabilize HCS, no call of its own (marks repeat the call); % Hoechst-high responders; measured here: nuclear condensation Hoechst responders;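 share of cells brighter than vehicle mean plus two SD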
MT stabilize HCS cytotoxicity %: further read-out of MT stabilize HCS, marked with its call; toxicity, %; measured here: cytotoxicity by cell density;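 0% = mean cell density of plate MIN control wells and 100% = no cells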
Autophagy HCS cell loss 18 h: recorded beside Autophagy HCS, whose call it bears; toxicity, %; measured here: cell loss, nuclei count;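 cell loss after 18 h compound exposure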
Active calls of the source: *; i = inactive; x = not tested or not shown; + = active, no number.

no.	mol	P. falciparum M1AAP	P. falciparum M17LAP	MT stabilize HCS	MT stabilize HCS Hoechst-high %	MT stabilize HCS cytotoxicity %	Autophagy HCS	Autophagy HCS cell loss 18 h	T cell modulator	T cell modulator vesicle-bound %	WT yeast gro inh	WT yeast gro inh mutant strain	Dynein transport	Dynein transport cytoplasmic EGFP	Dynein transport nuclear GR-EGFP	Dynein transport cell count	Yfh1-depleted yeast	b-catenin transl	b-catenin transl cell count 5 µM
1	COC(=O)NNC(=O)/C=C/c1ccccc1	4%	5%	1.8	1.5	3.5	i	3	i	24	1	12	-0.13	-0.22	-0.068	0.58	i	-1.8	973
2	CC(=O)NN1C(=O)/C(=C\c2ccc(O)cc2)SC1=S	x	x	3.5	2.1	12	i	-7	i	35	-2	-13	-0.13	-0.32	0.42	0.49	i	-1.2	1005
3	Cc1ccccc1N(CC(=O)NCCSC1CCCCC1)S(=O)(=O)c1ccccc1	1%	1%	1.4	1.6	6.1	i	12	i	46	-13	10	-0.76	-0.21	-0.46	0.51	i	-0.4	1346
4	O=C(Nc1cc(=O)[nH]c(=O)[nH]1)c1cccc(Br)c1	2%	6%	25*	11*	77*	i	-11	i	61	-2	3	-0.089	-0.21	-0.39	0.74	i	2.2	995
5	Cc1ccc(-n2nnnc2SCc2nc3sc(C)c(C)c3c(=O)[nH]2)cc1	-1%	-1%	2.4	2.2	3.7	+	-4.4*	i	2	-8	-9	-1	0.65	-0.022	1.6	i	2.7	1144
6	CC1CN(C(=O)c2ccc(CNS(=O)(=O)c3cccc(C(F)(F)F)c3)cc2)CC(C)O1 (stereo unspecified)	3%	11%	4.5	2.5	4.8	i	-6	i	26	-7	4	0.9	-0.24	0.39	-0.34	i	-3.0	529
7	Cc1nnsc1C(=O)N1CCCC(C(=O)c2ccc(C(F)(F)F)cc2)C1 (stereo unspecified)	-8%	-5%	1.2	1.2	4.7	i	25	i	57	0	-5	0.44	-0.26	0.15	0.018	i	-1.2	1106
8	COc1ccc(N2C(=O)[C@@H]3Cc4ccccc4CN3C2=O)cc1	4%	-1%	2.0	2.0	13	i	-14	i	47	5	-17	-0.51	-0.21	-0.17	0.5	i	-7.1	1053
9	CC(C)OC(=O)/C(C#N)=C/c1cn(C)c2ccccc12	1%	-4%	x	x	x	x	x	i	43	x	x	-0.74	-0.27	-0.065	0.7	i	1.0	1291
10	Cc1ccc(NS(=O)(=O)c2cccc(C(=O)OCC(=O)NCc3ccco3)c2)cc1	3%	16%	2.2	1.5	2.7	i	20	i	10	-1	9	0.36	-0.18	0.46	-0.21	i	-1.0	1172
11	Cc1ccc(N=C(NO)c2nonc2N)c(C)c1	12%	14%	2.1	3.8	7.9	i	-1	i	57	-2	9	-0.5	0.33	-0.43	0.62	i	x	x
12	CCc1ccc(NC(=O)c2sccc2-n2cccc2)cc1	7%	-1%	1.9	2.0	19	i	1	i	22	29	-2	-0.11	0.045	0.033	0.18	i	-2.1	1233
13	O=S(=O)(NN1CCOCC1)c1ccc(Cl)s1	5%	3%	2.1	2.3	7.0	i	1	i	45	1	10	-0.28	-0.31	0.46	-0.059	i	-2.8	1074
14	NC(=O)c1c(NC(=O)CSc2nnc(Cc3ccccc3)n2Cc2ccco2)sc2c1CCC2	21%	19%	3.0	1.6	4.5	i	2	i	6	1	15	-0.59	-0.4	-0.35	0.8	i	-1.7	899
15	CCN(CC)CCNC(=O)c1cccc(NC(=O)C(=O)c2ccccc2NC(C)=O)c1	3%	14%	4.5	3.3	4.1	i	-3	i	28	-6	-16	-0.53	-0.21	-0.88	0.7	i	-1.7	1175
16	O=C(CSc1nc(-c2ccccc2)cs1)Nc1cccc([N+](=O)[O-])c1	-2%	1%	11	0.9	6.1	i	23	i	44	28	-1	0.5	-0.21	0.46	-0.71	i	2.4	1099
17	CCOC(=O)C(C)n1cnc2c(nnn2-c2ccc(C)cc2)c1=O (stereo unspecified)	9%	3%	2.3	1.1	4.4	i	-9	i	30	4	-7	0.035	-0.21	0.18	-0.037	i	x	x
18	C=CCNc1nc(NCCN2CCOCC2)nc(OC)n1	-8%	-11%	6.1	3.9	4.4	i	-10	i	52	-9	3	-0.64	-0.32	-0.18	0.54	i	-4.3	849
19	Cc1ccc(C2C3CSCC=C3C(C#N)=C(N)C2(C#N)C#N)cc1 (stereo unspecified)	13%	-15%	3.5	2.7	10	i	3	i	43	-5	11	-4.1*	0.29*	-1.3*	0.41*	i	-0.1	1065
20	COc1ccc(-n2nc(C(=O)O)nc2-c2ccccc2)cc1	1%	42%	3.2	1.6	11	i	-1	i	40	-5	6	-0.13	-0.059	0.17	-1.4	i	1.1	1158
21	CC1CC(C)CN(C(=O)c2ccc(C#N)cc2)C1 (stereo unspecified)	2%	-8%	8.3	1.0	2.2	i	2	i	25	14	6	0.74	0.096	0.35	-1.3	i	-2.0	1024
22	Cc1ccc(-n2nnnc2SCCNS(=O)(=O)c2ccccc2)cc1C	1%	-1%	1.9	2.5	11	i	-3	i	11	21	-7	-0.39	-0.22	-0.024	0.49	i	-2.8	1172
23	Cn1c(=O)[nH]c(=O)c2c1nc(CN1CCN(c3ccc(F)cc3)CC1)n2CCCc1ccccc1	5%	4%	2.3	1.9	6.7	i	36	i	11	-4	-1	-0.75	-0.15	-0.46	1.1	i	x	x
24	CCN(CC)c1ccc(NC(=O)c2cccc(OC)c2)c(C)c1	0%	-1%	53*	26*	31*	i	-2	i	8	-6	-6	0.8	-0.24	0.51	-0.36	i	x	x
25	CS(=O)(=O)N1CCN(c2ccc([N+](=O)[O-])c(NCc3cccnc3)c2)CC1	7%	-2%	3.7	1.7	2.4	i	5	i	54	12	12	-1.2	-0.31	-0.2	1.9	i	-0.2	1498
26	O=C(CCNC(=O)OCc1ccccc1)NC1CCCCC1	0%	6%	3.7	1.4	3.2	i	-18	i	6	7	2	0.57	0.12	0.77	-1.3	i	0.3	979
27	CCCN1CCN(CCCNC(=S)Nc2ccc(F)cc2)CC1	3%	-10%	3.3	1.9	8.6	i	18	i	24	-2	-10	-0.72	-0.32	0.018	0.78	i	3.7	865
28	CC(=O)NC1(C(F)(F)F)N=C2SCCN2C1=O (stereo unspecified)	-1%	10%	1.4	1.0	8.4	i	6	i	40	9	34	0.28	0.51	0.57	-1	i	x	x
29	Cc1csc(SC(C)C(=O)NCC(=O)Nc2ccc(F)c(F)c2F)n1 (stereo unspecified)	4%	-1%	0.9	1.7	5.5	i	7	i	34	-2	13	-0.06	-0.21	0.8	-1.1	i	-2.4	1072
30	Cc1ccc(NC(=S)Nc2ccc(S(=O)(=O)Nc3ncccn3)cc2)c(C)c1	1%	2%	x	x	x	x	x	i	50	x	x	0.27	-0.2	-0.16	-1	i	-1.6	1105

(next part)
no.	mol	P. falciparum M1AAP	P. falciparum M17LAP	MT stabilize HCS	MT stabilize HCS Hoechst-high %	MT stabilize HCS cytotoxicity %	Autophagy HCS	Autophagy HCS cell loss 18 h	T cell modulator	T cell modulator vesicle-bound %	WT yeast gro inh	WT yeast gro inh mutant strain	Dynein transport	Dynein transport cytoplasmic EGFP	Dynein transport nuclear GR-EGFP	Dynein transport cell count	Yfh1-depleted yeast	b-catenin transl	b-catenin transl cell count 5 µM
31	CCCCc1nc(NCc2ccccc2)c(C#N)c2c1CCCC2	-2%	-7%	2.9	3.1	8.6	i	8	i	65	-10	2	0.12	-0.31	-0.089	0.5	i	-1.2	544
32	COc1ccc2c(c1)CCC/C2=N\OC(=O)c1ccccc1F	5%	0%	2.7	2.8	8.8	i	19	i	50	-4	10	1.1	-0.32	0.94	-0.64	i	-3.8	1003
33	COc1ccc(CCNC(=O)c2nnn(-c3cccc(C)c3)c2N)cc1OC	2%	5%	1.3	1.2	11	i	-10	i	9	17	-22	-0.61	-0.39	-0.13	0.18	i	-3.9	1171
34	CCOc1ccc(N2C(=O)CC(NCCNc3ccc([N+](=O)[O-])cn3)C2=O)cc1 (stereo unspecified)	-4%	7%	2.7	1.0	2.6	i	3	i	58	8	-1	0.46	-0.22	0.45	-0.53	i	-5.1	1154
35	COc1ccc(S(=O)(=O)N[C@H](C(=O)N2CC[C@@]3(O)CCCC[C@H]3C2)c2ccccc2)cc1	3%	-2%	5.2	4.3	3.9	i	3	i	34	1	-3	-1.6	-0.26	-1.3	0.89	i	-2.5	1007
36	COc1ccc(-c2csc(NC(=S)NC(=O)c3ccco3)n2)cc1	8%	8%	5.0	1.5	6.6	+	-4.2*	i	47	0	-6	-0.49	-0.24	-0.42	1.1	i	6.5	1129

Copied from the list.
Reading for CCOC(=O)C(C)n1cnc2c(nnn2-c2ccc(C)cc2)c1=O (stereo unspecified) in WT yeast gro inh: 4
Reading for CC(=O)NC1(C(F)(F)F)N=C2SCCN2C1=O (stereo unspecified) in Dynein transport: 0.28

Values by screen from the entries so far.
Autophagy HCS cell loss 18 h, entries 31–36 → 8, 19, -10, 3, 3, -4.2*
